Screening data: PubChem, several laboratories
AID2073: inhibitors of Mint1-CaV2.2 protein interaction, biochemical, HTRF (AID 2073). HTRF protein-protein interaction, Mint1-CaV2.2; higher % means a stronger effect. inhibition, % at 20 µM; hits with a dose series show IC50 in µM. actives 0.19% (n = 290,000); in the data active means inhibition mostly above about 51%, no sharp cut-off; further: some results filed as inactive read as strong as hits
Rac1 GTP hydrolysis: MgcRacGAP GTPase-activating activity inhibitors, confirmation, biochemical, ADP Hunter fluorescence. MgcRacGAP-stimulated Rac1 GTP hydrolysis, ADP Hunter fluorescence; higher % means a stronger effect; GST-tagged Rac1 F28L mutant substrate. one-dose inhibition, % at 30 µM; IC50 in µM for titrated hits. actives 0.6% (n = 340,000);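 active means first-screen hits whose inhibition reached a set limit at any dose in the follow-up dose series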;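 further: fluorescence reports GDP produced by GAP-driven GTP hydrolysis; strong numbers were not always called active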
NTR1 ag: NTR1-driven beta-arrestin-GFP spot formation – imaging, U2OS cells, high content, primary screen (AID 493036) | agonist mode | actives 0.17% (n = 330,000) | activation, % at 20 µM;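 active means activation at or above 40% of the spot to cytoplasm intensity ratio, with at least 20 cells analyzed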;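 further: 0% = DMSO without peptide and 100% = 100 nM NTR1 peptide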
Target sequence (P30989 whole entry, looked up): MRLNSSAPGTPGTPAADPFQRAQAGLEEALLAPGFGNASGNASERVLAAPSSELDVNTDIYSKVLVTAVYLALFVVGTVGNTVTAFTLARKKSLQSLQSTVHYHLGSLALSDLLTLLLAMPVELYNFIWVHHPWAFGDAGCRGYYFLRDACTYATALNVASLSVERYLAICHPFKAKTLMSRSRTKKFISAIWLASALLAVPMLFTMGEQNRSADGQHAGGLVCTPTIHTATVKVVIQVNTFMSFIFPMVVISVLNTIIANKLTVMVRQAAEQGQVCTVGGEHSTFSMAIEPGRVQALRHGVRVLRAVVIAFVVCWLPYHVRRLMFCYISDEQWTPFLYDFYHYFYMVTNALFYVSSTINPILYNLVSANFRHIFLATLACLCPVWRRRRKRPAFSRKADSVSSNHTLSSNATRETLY
SV40 large T antigen: TAg ATPase/helicase activity blockers – biochemical (AID 1903) | actives 0.39% (n = 310,000) | SV40 large T antigen ATPase/helicase inhibition assay; higher % means a stronger effect | inhibition, % at 20 µM; hits with a dose series show IC50 in µM; in the data active means a potency from the dose series; further: strong numbers were not always called active
GPR55 activation: GPR55 agonists via beta-arrestin recruitment, primary screen, imaging, U2OS cells, beta-arrestin-GFP redistribution (AID 1961); U2OS GPR55 beta-arrestin-GFP redistribution imaging; higher % means a stronger effect; one-dose activation, % at 10 µM; EC50 in µM for titrated hits; actives 0.048% (n = 290,000);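 active means activation above 40% with more than 50 cells counted in the well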;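 further: U2OS osteosarcoma cells stably expressing GPR55 and beta-arrestin-GFP; plate controls were DMSO negative control for no effect and LPI positive control for full effect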
Dengue-2 NS5 capping: flavivirus cap methylation enzyme inhibition – biochemical, confirmation dose response, primary screen (AID 588689) | Dengue-2 NS5 methyltransferase capping enzyme assay, biochemical; higher % means a stronger effect | inhibition, % at 25 µM, or IC50 in µM where a hit was titrated | actives 0.3% (n = 340,000); in the data active means a potency from the dose series
GPR35 antagonists: GPR35 antagonists blocking zaprinast-driven arrestin recruitment, primary screen, imaging, U2OS, beta-arrestin-GFP, zaprinast agonist (AID 2058); U2OS GPR35 beta-arrestin-GFP translocation imaging, zaprinast antagonism; higher % means a stronger effect; inhibition, % at 10 µM; hits with a dose series show IC50 in µM; actives 0.052% (n = 290,000);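 active means inhibition of at least 50% with at least 30 cells and total cytoplasm GFP at most 10,000,000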
GPR55 LPI antagonism: inhibition of LPI-stimulated GPR55 beta-arrestin translocation – imaging, U2OS, beta-arrestin-GFP, LPI agonist, primary screen (AID 2013). U2OS GPR55 beta-arrestin-GFP translocation imaging, LPI antagonism; higher % means a stronger effect. one-dose inhibition, % at 10 µM; IC50 in µM for titrated hits. actives 0.13% (n = 290,000);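 active means spots per cell inhibited over 60%, with over 100 cells counted and total cytoplasm intensity under 500,000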;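 further: U2OS cells stably carrying GPR55 and arrestin-GFP stimulated by 5 µM LPI near EC80; imaged beta-arrestin-GFP aggregate spots per cell after agonist stimulation; plate controls were LPI-stimulated DMSO wells for no effect and DMSO wells without LPI for full effect; some results filed as inactive read as strong as hits; confirmed hits need IC50 under 10 µM and bright autofluorescent wells are also inconclusive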
Yfh1-off respiration: mitochondrial function rescue without frataxin homolog – Friedreich's ataxia, plus single-dose screen, dose response (AID 1465). actives 0.074% (n = 220,000). fold induction at 50 µM, or EC50 in µM where a hit was titrated. S. cerevisiae Yfh1-off respiration, WST-1 reduction, 72 h; higher fold induction means a stronger effect;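 active means fold induction of absorbance versus untreated yeast above a set limit, then at least 30% activation at any dose in follow-up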;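 further: activators that raise dye reduction in frataxin-depleted yeast; strong numbers were not always called active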
NTR1 ag cell count 20 µM: further read-out of NTR1 ag, marked with its call; cell count; measured here: cell count, cytotoxicity flag
An asterisk follows results filed as active; i = inactive; nt = not tested or not shown.

Values run as follows: AID2073, Rac1 GTP hydrolysis, NTR1 ag, NTR1 ag cell count 20 µM, SV40 large T antigen, GPR55 activation, Dengue-2 NS5 capping, GPR35 antagonists, GPR55 LPI antagonism, Yfh1-off respiration
> O=C(Cn1nc(Cc2ccncc2)c2ccccc2c1=O)N1CCN(C(=O)c2ccco2)CC1
    2%, -7%, -0.3, 61, 7%, 0.3%, 4%, -4%, 1%, i
> Cc1cccc(OCC(=O)N/N=C/c2cn[nH]c2-c2ccc(Cl)c(Cl)c2)c1
    -5%, -2%, 15, 80, -3%, 0.1%, 4%, 10%, 13%, nt
> Cn1c(-c2sccc2OCc2cccc(C(F)(F)F)c2)n[nH]c1=S
    6%, 13%, 0.9, 50, 13%, 0.1%, 6%, -7%, 7%, i
> S=C(NCCc1ccccc1)N1CCc2ccccc2C1
    -6%, 8%, -1.5, 87, -2%, -0.3%, -10%, -4%, 0%, i
> O=C(CSc1nnc(-c2ccccc2)c(-c2ccccc2)n1)N1CCOCC1
    -6%, 4%, 0.5, 43, 11%, -0.1%, 10%, 1%, 5%, i
> CC(=O)c1ccc(NC(=S)N(Cc2ccccc2)C(C)C2CC2)cc1 (stereo unspecified)
    -8%, 3%, 2.5, 42, 4%, -0.3%, 1%, -1%, 14%, i
> CCOC(=O)C1=C(c2ccccc2)NC(SCC(=O)Nc2cccc(C)c2)=C(C#N)C1c1ccco1 (stereo unspecified)
    17%, -3%, 14, 52, -1%, -0.1%, -5%, -9%, 27%, i
> CN(C(=O)/C=C/c1cnc2ccccc2c1)C1CCCCC1
    5%, 7%, -0.8, 35, 10%, -0.2%, -1%, 8%, -10%, i
> O=c1[nH]cc(C(F)(F)F)cc1NS(=O)(=O)c1ccccc1[N+](=O)[O-]
    16%, 0%, -0.2, 50, 8%, -0.5%, -7%, 3%, 18%, i
> CCOC(=O)C1CCCN(C(=O)CCn2nnnc2CN2CCOCC2)C1 (stereo unspecified)
    9%, 6%, -0.4, 57, -11%, -0.1%, -4%, -4%, -2%, nt
> Cc1sc2ncnc(NCc3cccnc3)c2c1C
    -4%, 10%, -0.9, 93, -2%, 0.0%, -3%, 5%, 9%, i
> CCn1c(CNc2ccc(F)cc2)nnc1SCC(=O)Nc1ccc(OC)cc1OC
    44%, 4%, -0.6, 39, -1%, 0.3%, 4%, 22%, 4%, i
> N/C(=N\OC(=O)c1ccc(Br)cc1)c1ccccc1
    -1%, 2%, 2.0, 76, -8%, -0.1%, -6%, 6%, 3%, i
> O=C1/C(=C/c2cccnc2)SC(=NCc2ccccc2)N1Cc1ccccc1
    9%, 5%, 15, 91, -1%, 0.3%, -7%, -15%, 12%, i
> COc1cc(=O)[nH]c(SCc2c(F)c(F)c(F)c(F)c2F)n1
    -5%, 9%, -0.6, 88, 3%, 0.2%, 0%, 2%, 13%, i
> Cc1cc(Cl)ccc1NC(=S)NCc1ccccc1
    1%, 9%, -4.1, 95, 26%, -0.3%, 9%, -5%, 1%, i
> CC1(C)CC2CC(C)(CN2Cc2c(O)ccc3ccccc23)C1 (stereo unspecified)
    -12%, 14%, -0.7, 86, 13%, -0.3%, 9%, 1%, 2%, i
> CC(=O)Oc1ccc(N2C(=O)[C@@H]3[C@H](C2=O)[C@H]2c4ccccc4C=NN2[C@@H]3C(C)=O)cc1
    3%, 2%, 1.7, 60, 25%, -0.1%, 7%, 7%, 4%, i
> CS(=O)(=O)Nc1ccc(C(=O)NCCSCc2ccccc2)cc1
    -17%, 0%, 0.8, 41, 2%, -0.3%, 0%, 12%, 18%, i
> COC(=O)c1cc(C(=O)OC)cc(-n2c(C)cc(C(=O)CC#N)c2C)c1
    13%, -2%, 0.0, 52, -1%, -0.4%, 3%, 6%, 10%, i
> CCCN(CCC)CCCNC(=O)c1cn(CC)c2ccc(S(=O)(=O)N(C)C3CCCCC3)cc2c1=O
    -5%, 8%, 0.3, 56, 1%, 0.8%, -10%, 2%, 11%, nt
> Cc1cccc(N2CCN(C(=O)Cn3cnc4c3c(=O)n(C)c(=O)n4C)CC2)c1C
    6%, 14%, 0.0, 47, 25%, 0.2%, -2%, 6%, -1%, i
> Cc1cc(=O)n2c(n1)SCOC2
    0%, 12%, 1.3, 53, 8%, -0.1%, -5%, 7%, 0%, i
> COc1cc(C(=O)OCn2nnc3ccccc3c2=O)cc(OC)c1OC
    -3%, 6%, 1.5, 52, 26%, -0.2%, 0%, -12%, 6%, i
> O=C(NC1CCCc2ccccc21)C1CCN(c2nnc(-n3cccc3)s2)CC1 (stereo unspecified)
    8%, 4%, 3.2, 66, 1%, 0.2%, 0%, -9%, 9%, i
> FC(F)Sc1ccc(NC(=S)N2CCN(c3ccccn3)CC2)cc1
    -58%, -3%, -0.6, 52, nt, -0.1%, -8%, 4%, -3%, nt
> CC(c1ccccc1)N1CC(C(=O)N2CCN(c3ccc(F)cc3)CC2)CC1=O (stereo unspecified)
    -5%, 7%, 0.6, 72, 1%, -0.2%, 3%, 7%, -6%, i
> COc1ccccc1/C=N/n1c(N)c(S(=O)(=O)c2cccs2)c2nc3ccccc3nc21
    7%, 8%, -2.3, 91, 11%, 0.0%, 2%, 6%, 1%, i
> O=C(CSc1nnc(-c2ccc(Cl)cc2)o1)NNC(=O)c1ccncc1
    nt, 0%, 1.2, 70, 13%, nt, 1%, nt, nt, nt
> Cc1nn(-c2ccc(N3CCOCC3)nn2)c(C)c1CCC(=O)NCc1ccc(F)cc1
    6%, 7%, 0.7, 68, 3%, -0.1%, -4%, 10%, 1%, nt
> CC(C)COc1ccc(C(=O)N(Cc2ccco2)C2CCS(=O)(=O)C2)cc1 (stereo unspecified)
    -2%, 14%, 1.0, 47, 6%, -0.2%, -2%, 5%, 2%, i
> COC(=O)CNC(=O)c1ccccc1C
    38%, 12%, 0.3, 61, 5%, -0.2%, -3%, 1%, 3%, i
> CCC(=O)NCc1ccc(-c2nc3ncccc3o2)cc1
    0%, 10%, -0.1, 49, 9%, -0.2%, -5%, 12%, 8%, nt
> CC(=O)c1cccc(NC(=O)CN(C2CCCCC2)S(C)(=O)=O)c1
    8%, 7%, 1.8, 70, 14%, -0.1%, 0%, 0%, 10%, i
> O=c1c(C(c2ccccc2)c2c(O)nc3n(c2=O)CCS3)c(O)nc2n1CCS2
    4%, 22%, 0.2, 75, 4%, 0.1%, 4%, -6%, -7%, i
> O=C(CCC(=O)Nc1ccccc1)NNC(=O)COc1ccccc1
    -3%, 6%, -0.7, 54, -24%, -0.2%, -1%, 14%, 0%, i
> COc1ccc(Cc2nnc(SCC(=O)c3cccc([N+](=O)[O-])c3)n2C)cc1
    32%, 16%, 0.6, 44, 15%, -0.1%, -2%, -14%, -1%, i
> Cc1ccccc1C(=O)c1cccn1CC(=O)NCCCN1CC(C)CC(C)C1 (stereo unspecified)
    -4%, -14%, -0.8, 47, 8%, -0.3%, -4%, -2%, 7%, nt
> CN1CCN(c2ccc(NC(=O)c3ccc4c(c3)OCCO4)cc2)CC1
    5%, 7%, 0.6, 86, 10%, -0.1%, 4%, -6%, 10%, i
> CCCCN1C(=O)CCC(C(=O)O)C1c1ccc(OC)cc1 (stereo unspecified)
    9%, -3%, 1.2, 32, 0%, -0.4%, 6%, -2%, 1%, i
> COc1cc(CN(C)CC2CCCN(CCc3ccccc3F)C2)cc(Cl)c1OC (stereo unspecified)
    -7%, 7%, 2.8, 46, 9%, -0.3%, -2%, 0%, 14%, nt
> O=C(CCCSc1nc2ccccc2[nH]1)NCc1ccccc1F
    34%, 0%, 0.6, 35, 14%, 0.2%, -4%, -4%, -5%, i
> Cn1c(SCc2cc(=O)[nH]c3ccccc23)nnc1-c1ccc(Br)cc1
    -8%, 11%, 0.0, 79, 7%, -0.1%, 2%, -11%, 17%, i
